# SUMO Mot1 rescue – yeast Mot1-301 growth rescue at high temperature, primary screen, SUMOylation pathway inhibitor project, S. cerevisiae, ATP luminescence, 38.5C. S. cerevisiae Mot1-301 growth rescue; percent above DMSO median, 100 means doubled. growth rescue, % at 18.8 µM. 320,000 compounds, 1% hits;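 active = every valid replicate shows activation above 250% relative to neutral control wells; inactive = the rest, any valid replicate at or below 250%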;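 also: OY570 slx delta 5 strain wells were the positive control but not used for scaling; some compounds called inactive have numbers as strong as hits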
# PfHsp90 set2 – growth inhibition of PfHsp90-expressing yeast, primary screen, antimalarial PfHsp90 inhibitor project, S. cerevisiae, BacTiter-Glo luminescence, single point, set 2; 310,000 compounds, 0.32% hits; AID 504621, 2011; BacTiter-Glo ATP, 48 h; yeast lacking PDR1 and PDR3 efflux regulators; inhibition, % at 9.4 µM;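 active = every replicate shows inhibition above about 80%, whatever the replicate mean, limit read from the data; inconclusive = mean inhibition reaches the set limit but some replicate falls short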;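 also: 0% = DMSO neutral controls and 100% = 20 µM radicicol positive controls; yeast relying on Plasmodium falciparum Hsp90 in place of its own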
# cardiac RTF act – cardiac RTF calcium sensitivity activators, primary screen, biochemical, IANBD-TnC fluorescence, EC20 calcium; 340,000 compounds, 0.24% hits; Troponin I, cardiac muscle (Homo sapiens) + Troponin T, cardiac muscle (Homo sapiens) + …; activation, % at 7.2 µM; IANBD-labeled TnC RTF fluorescence at EC20 calcium; 0% EC20 calcium, 100% full calcium;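 active = activation above the mean over all tested compounds plus 3 SD, cut at about 30% in these data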;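 also: rise in fluorescence read as greater calcium sensitivity of cardiac thin filaments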
# PvdQ inh – P. aeruginosa PvdQ acylase inhibitors, primary screen, biochemical, fluorescence, plate reader and imaging, single point; PvdQ acylase [Pseudomonas aeruginosa LESB58]; purified PvdQ acylase; inhibition, % at 10 µM; 340,000 compounds, 0.063% hits; in the data active = inhibition above about 30%, passing the limit was not always enough; inconclusive = no clear call, values can overlap the other calls;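 also: 0% = vehicle neutral wells and 100% = reference inhibitor wells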
# LANA DNA inh – inhibitors of KSHV C-LANA binding to DNA, primary screen, biochemical, fluorescence polarization, FAM-LBS DNA, MBP-C-LANA, single point; inhibition, % at 9 µM; AID 504423, 2011; 340,000 compounds, 0.078% hits; Kaposi's sarcoma herpesvirus LANA C-terminal domain (residues 932-1162) DNA binding;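 active = highest replicate inhibition at or above 60% at 9 µM, even if other replicates fall short; inactive = all replicates below 60% inhibition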;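 also: 0% = neutral control wells and 100% = 4 µM acridine orange control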
# Keap1-Nrf2 PPI – Keap1-Nrf2 protein-protein interaction inhibitors, primary screen, biochemical, fluorescence polarization, single point | Keap1 Kelch-Nrf2 peptide fluorescence polarization, 1536-well | 340,000 compounds, 0.15% hits | AID 504523, 2011 | inhibition, % at 9.4 µM; in the data active = inhibition above about 12%; inconclusive = no clear call, values can overlap the other calls; inactive = below about 7.3%;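 also: human Keap1 Kelch domain with fluorescein labeled Nrf2 9mer peptide probe; 0% = neutral control wells and 100% = peptide positive control; higher means more block of Keap1 binding to Nrf2 peptide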
# NSD2 inh – NSD2 histone methyltransferase inhibitors, primary screen, biochemical, AlphaScreen, single concentration, set 2; AID 743445, 2014; inhibition, % at 12.5 µM; NSD2 peptide methylation, 120 min; Histone-lysine N-methyltransferase NSD2 (Homo sapiens), O96028; 310,000 compounds, 0.54% hits; in the data active = inhibition above about 50%
# RTF Ca sens inh – cardiac RTF calcium sensitivity inhibitors, primary screen, biochemical, IANBD-TnC fluorescence, EC70 calcium; IANBD-labeled cardiac RTF, Ca2+ fluorescence; inhibition, % at 7.15 µM; 340,000 compounds, 0.12% hits; AID 493244, 2011;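 active = inhibition above the mean inhibition of all tested compounds plus 3 SD, cut at about 17% in these data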;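 also: assay run at fixed EC70 calcium of 1.6 mM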
# Rtt109 Vps75 – inhibitors of C. albicans Rtt109/Vps75 HAT, primary screen, biochemical, ThioGlo CoA-SH fluorescence, plate reader; AID 540336, 2011; purified Rtt109/Vps75, 4 h; Histone acetyltransferase RTT109 (Candida albicans (strain SC5314 / ATCC MYA-2876)), …; inhibition, % at 34.9 µM; 330,000 compounds, 0.16% hits;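 active = inhibition of at least 50% in every replicate; inconclusive = best replicate reaches 50% inhibition but some replicates fall short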
# Target sequence (Q5AAJ8 whole entry, looked up): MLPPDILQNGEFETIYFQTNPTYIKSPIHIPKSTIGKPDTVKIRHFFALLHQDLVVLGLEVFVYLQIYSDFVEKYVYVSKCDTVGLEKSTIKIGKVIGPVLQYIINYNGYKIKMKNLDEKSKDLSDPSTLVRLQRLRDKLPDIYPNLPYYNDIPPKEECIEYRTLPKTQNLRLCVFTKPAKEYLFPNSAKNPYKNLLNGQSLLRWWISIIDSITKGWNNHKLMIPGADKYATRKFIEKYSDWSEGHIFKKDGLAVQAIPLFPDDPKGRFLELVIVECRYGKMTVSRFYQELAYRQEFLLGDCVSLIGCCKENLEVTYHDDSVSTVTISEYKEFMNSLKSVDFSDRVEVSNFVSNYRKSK
# CDK5 inh – inhibitors of human CDK5/p35 kinase, primary screen, biochemical, single concentration. Cyclin-dependent kinase 5 (Homo sapiens) + Cyclin-dependent kinase 5 activator 1 (Homo …. Recombinant CDK5/p35, ADP-Glo luminescence, 60 min. inhibition, % at 10 µM. 330,000 compounds, 0.01% hits. AID 488839, 2010;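 active = highest replicate inhibition of at least 50% and at least 75% of replicates reaching 50%; inconclusive = only one of the two criteria met; inactive = both criteria failed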;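 also: plate controls were DMSO neutral control for no effect and GW8510 at 10 µM for full effect; many of its hits are not listed in these tables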
# Target sequence (Q00535 whole entry, looked up): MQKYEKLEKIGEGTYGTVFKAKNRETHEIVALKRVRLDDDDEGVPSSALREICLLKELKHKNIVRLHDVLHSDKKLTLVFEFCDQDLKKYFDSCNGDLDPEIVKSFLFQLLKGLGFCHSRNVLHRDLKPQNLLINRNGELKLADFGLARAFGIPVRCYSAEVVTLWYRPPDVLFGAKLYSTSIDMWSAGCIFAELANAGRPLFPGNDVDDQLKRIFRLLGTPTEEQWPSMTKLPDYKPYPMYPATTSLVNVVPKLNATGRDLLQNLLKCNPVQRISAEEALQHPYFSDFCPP
# Target sequence (Q15078 whole entry, looked up): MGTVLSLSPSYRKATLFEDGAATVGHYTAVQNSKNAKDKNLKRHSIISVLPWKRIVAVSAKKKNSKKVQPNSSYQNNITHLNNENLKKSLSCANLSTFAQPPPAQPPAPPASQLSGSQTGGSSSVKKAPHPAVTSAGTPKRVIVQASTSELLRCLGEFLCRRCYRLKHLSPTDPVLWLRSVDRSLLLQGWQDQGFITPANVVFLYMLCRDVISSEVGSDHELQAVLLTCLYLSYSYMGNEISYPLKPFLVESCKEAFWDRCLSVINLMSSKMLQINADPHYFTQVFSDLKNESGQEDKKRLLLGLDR
# dFosB act – activators of delta FosB homodimer, primary screen, biochemical, fluorescence polarization, TAMRA-CDK5 oligo, single point; AID 493131, 2011; activation, % at 25 µM; 340,000 compounds, 0.99% hits; purified delta FosB; percent of positive-control signal above neutral wells;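 active = mean activation above about 17%, with every replicate also reaching it, limit read from the data, passing the limit was not always enough; inconclusive = only one of the two conditions met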;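 also: fluorescence polarization rise as delta FosB binds a TAMRA Cdk5 AP-1 oligo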
# Starred values were filed as active, the others as inactive; u = inconclusive; x = no result given.
SMILES,SUMO Mot1 rescue,PfHsp90 set2,cardiac RTF act,PvdQ inh,LANA DNA inh,Keap1-Nrf2 PPI,NSD2 inh,RTF Ca sens inh,Rtt109 Vps75,CDK5 inh,dFosB act
Cc1ccc(/C=N/NC(=O)CNC(=O)c2cccs2)cc1,5,4,2,-4,-1.4,u,-2,-5,1,0.9,-4
O=C(O)C1CC=CCC1C(=O)N1CC=C(c2ccccc2)CC1 (stereo not given),6,34,15,-20,0.3,-7,4,1,-7,-2.1,2
COc1ccc(NC(=O)CCCCCN2C(=O)c3cccc([N+](=O)[O-])c3C2=O)c(OC)c1,7,1,-5,-3,-0.2,-1,-3,-2,0,0.0,2
N#Cc1ccccc1Cn1cc(/C=C/[N+](=O)[O-])c2ccccc21,-27,10,-5,-14,0.3,-1,-1,-9,2,1.6,-1
CCNC(=O)CC1C(=O)N(c2ccc(C)cc2)C(=O)N1CCC(C)C (stereo not given),-8,22,4,-14,1.7,-2,-2,-4,4,1.5,2
COc1cc(/C=N/NC(=O)c2cccc(S(=O)(=O)N3CCCC3)c2)ccc1O,0,-11,-4,3,-0.2,-2,0,-8,5,0.9,-7
COc1ccc(C(=O)/C(=C\c2ccco2)N2C=CC=CC2=C(C#N)C#N)cc1,-21,13,-7,8,-0.4,-10,x,3,25,-0.6,-8
O=C(Nc1ccc2c(c1)OCCO2)C1CCN(S(=O)(=O)c2ccccc2)CC1,11,-12,7,1,-1.8,-3,-6,-5,-3,0.2,-1
O=C(NCCCn1ccnc1)c1noc2c1CCc1ccccc1-2,-15,-16,-1,-15,-0.5,-8,14,0,3,-3.0,-13
Cc1ccccc1NC(=S)NC(C)C(c1cccs1)N1CCOCC1 (stereo not given),1,26,9,-5,0.0,-3,x,-9,-8,-2.1,-5
O=C(NCCc1ccccc1)c1cnc(Cl)c(Cl)c1,-13,6,-4,4,0.9,-3,13,-2,13,0.2,-5
Cc1ccc(C(=O)COC(=O)C2CCC2)cc1,4,1,63*,-8,-1.3,1,x,-5,-3,-1.9,3
CCOC1=NN(c2ncc(C(F)(F)F)cc2Cl)C(=O)C1,10,-9,-3,-12,1.0,-2,2,-4,-7,0.0,-3
COc1ccc(S(=O)(=O)N2CCOCC2)cc1C(=O)NCc1ccccc1CN1CCCC1,-10,x,-3,-10,-0.6,1,3,1,-2,0.7,-3
COCCn1c(Sc2ccc(C)cc2)nc2c1c(=O)[nH]c(=O)n2C,-5,-16,-3,-11,-0.2,-3,-1,5,5,-2.4,-11
COc1cc(C(=O)OCC(=O)N(C)Cc2ccccc2)cc(OC)c1OC,-1,5,1,-18,-0.3,-2,4,-17,8,-0.9,2
COCCN(C(=O)COC(=O)c1cc2c(s1)CCC2)c1c(N)n(Cc2ccccc2)c(=O)[nH]c1=O,10,x,-27,0,26,6,72*,20*,-5,-1.5,-10
CC(C)n1c(O)c(N=Nc2ccc(Cl)c(C(=O)O)c2)c2ccccc21,15,-4,-1,-8,2.3,-1,x,-7,15,-1.3,-2
CSc1ncc(S(=O)(=O)c2ccccc2)c(=O)[nH]1,356,-24,1,-16,0.1,0,-2,-10,-2,-3.6,-1
O=C1OCCN1C(=O)[C@H]1[C@H](c2ccc(Cl)cc2)C(c2cccc(Cl)c2)=NN1c1ccccc1,-4,-5,-2,-7,1.6,-1,x,-6,-6,0.7,0
CSc1nc2c(c(-c3ccc(O)cc3)c1C#N)CCC2,x,8,-4,-9,0.3,0,0,7,3,-1.8,-15
Cc1oc(-c2ccc3ccccc3c2)nc1CN(C)C(C)c1ccncn1 (stereo not given),1,5,-2,-7,-2.0,1,-2,-8,-2,1.3,-13
Cc1cc(C)nc(SCC(=O)OCN2C(=O)c3ccccc3C2=O)n1,-19,16,0,-6,0.3,0,0,-3,-1,-3.0,-9
OCC1(Cc2ccccc2)CCN(Cc2ccc(C(F)(F)F)cc2)CC1,63,-5,6,-11,1.6,1,0,-13,5,-1.5,-7
O=C(Cc1cc(=O)[nH]c(=O)[nH]1)NCC1CCCO1 (stereo not given),43,14,1,-8,1.7,-3,x,-3,2,0.1,8

# Individual results from the results shown.
# Cc1ccc(C(=O)COC(=O)C2CCC2)cc1 in Keap1-Nrf2 PPI reads 1
# COc1cc(/C=N/NC(=O)c2cccc(S(=O)(=O)N3CCCC3)c2)ccc1O in Rtt109 Vps75 reads 5
# O=C1OCCN1C(=O)[C@H]1[C@H](c2ccc(Cl)cc2)C(c2cccc(Cl)c2)=NN1c1ccccc1 in SUMO Mot1 rescue reads -4
# COc1ccc(C(=O)/C(=C\c2ccco2)N2C=CC=CC2=C(C#N)C#N)cc1 in PfHsp90 set2 reads 13
# CCOC1=NN(c2ncc(C(F)(F)F)cc2Cl)C(=O)C1 in PvdQ inh reads -12

# RTF Ca sens inh, entries above that show a hit.
smiles | SUMO Mot1 rescue | cardiac RTF act | PvdQ inh | LANA DNA inh | Keap1-Nrf2 PPI | NSD2 inh | RTF Ca sens inh | Rtt109 Vps75 | CDK5 inh | dFosB act
COCCN(C(=O)COC(=O)c1cc2c(s1)CCC2)c1c(N)n(Cc2ccccc2)c(=O)[nH]c1=O | 10 | -27 | 0 | 26 | 6 | 72* | 20* | -5 | -1.5 | -10

# Additional records follow:
SMILES,SUMO Mot1 rescue,PfHsp90 set2,cardiac RTF act,PvdQ inh,LANA DNA inh,Keap1-Nrf2 PPI,NSD2 inh,RTF Ca sens inh,Rtt109 Vps75,CDK5 inh,dFosB act
O=C(Nc1ccccc1N1CCCCC1)c1cccc(F)c1,12,1,-1,-2,-1.5,-1,-5,0,-4,0.2,-1
O=C(NNC(=O)c1cccs1)c1ccc2ccccc2c1,0,x,7,2,-0.5,-2,-3,1,-1,-0.4,9
COc1ccc(S(=O)(=O)N2CCC(C(N)=O)CC2)cc1C(=O)N1CCCCCC1,-7,-13,-2,-11,-0.1,-3,-7,2,-11,-0.8,-9
CCc1ccc(-c2cc(C)no2)cc1S(=O)(=O)N1CCN(c2ccccc2)CC1,6,-1,3,-9,1.0,0,-3,0,-14,1.2,-4
O=C(COC(=O)CC(c1ccccc1)c1ccccc1)Nc1cccc(F)c1,-18,11,10,7,-0.5,1,8,-7,4,-0.8,-1
Cc1cccc(-n2ccc(=O)c(C(=O)Nc3ccc(S(=O)(=O)Nc4onc(C)c4C)cc3)n2)c1,8,-20,0,-9,0.1,-2,12,-9,7,1.0,1
CC(C)Oc1ccc(C(CCNCc2ccc(O)cc2)c2ccccc2)cc1 (stereo not given),8,4,-2,-14,-0.1,-4,18,0,5,0.4,-14
CCOc1cc(N2CCOCC2)c(OCC)cc1NC(=O)c1nc2nc(C)cc(C)n2n1,8,10,-1,-19,-0.1,-2,1,-6,5,-0.6,0
Cn1cnc(S(=O)(=O)Nc2ccc(OC(F)(F)F)cc2)c1,x,22,2,0,-0.4,2,-2,-5,3,-0.4,-1
Cc1ccccc1N(C)S(=O)(=O)c1ccc2[nH]cc(C(=O)NCC3CCCO3)c(=O)c2c1 (stereo not given),x,-6,2,-10,0.5,1,x,-1,7,-0.1,-20
COc1cc([N+](=O)[O-])ccc1N,-9,-9,-1,-2,0.8,-1,2,-5,-30,-0.6,-14
CC1CN(S(=O)(=O)c2cc(C(=O)N(C)Cc3cccs3)ccc2Cl)CC(C)O1 (stereo not given),-5,-8,2,-3,3.0,4,0,-6,-12,-0.5,-10
O=C(O)c1ccc(NCCC2=CCCCC2)c([N+](=O)[O-])c1,-14,-7,-6,-5,1.9,3,7,2,10,-1.6,-1
CCOC(=O)c1nnn(CC(=O)Nc2cc(F)ccc2F)c1C(=O)OCC,5,10,-5,-2,1.0,5,0,-2,8,-1.4,-4
COc1ccccc1NC(=O)C1CCCN1S(=O)(=O)c1cccc2nsnc12 (stereo not given),4,13,1,0,0.1,2,3,-1,3,-0.1,-2
CC1=NN(c2ccc(C)cc2)C(=O)/C1=C/c1ccc(-c2cc([N+](=O)[O-])ccc2O)o1,x,3,2,-8,1.5,0,31,-4,-19,1.3,-11
O=C1CCc2cc(S(=O)(=O)Nc3ccccc3)cc3c2N1CCC3,26,-2,-1,2,-0.7,-4,3,-10,-2,-1.4,-9
OCc1cn(-c2ccccc2)nc1-c1cccnc1,-33,3,1,-5,2.2,-2,1,-4,-6,0.7,-7
CC(=O)NCCc1nc2cc(NC(=O)c3cccc([N+](=O)[O-])c3)ccc2n1C,-4,-18,-3,-7,2.0,-2,-5,-1,-4,-0.5,4
CCn1c(SCC(=O)N/N=C/c2cc(OC)c(O)c(OC)c2)nc2ccccc21,46,-7,4,-13,-0.9,0,0,-2,7,1.3,0
CCOC(=O)Cc1csc(NC(=O)c2cccc([N+](=O)[O-])c2)n1,-14,2,2,-6,0.2,-4,1,1,-2,-0.2,-5
O=C(NCCc1cccc(F)c1)C1CCC(=O)N(C2CCCCCC2)C1 (stereo not given),x,-4,4,-11,-0.7,-5,0,-10,-4,1.7,-6

# An excerpt from above in order of the LANA DNA inh value, falling.
compound | SUMO Mot1 rescue | cardiac RTF act | PvdQ inh | LANA DNA inh | Keap1-Nrf2 PPI | NSD2 inh | RTF Ca sens inh | Rtt109 Vps75 | CDK5 inh | dFosB act
Cc1ccccc1N(C)S(=O)(=O)c1ccc2[nH]cc(C(=O)NCC3CCCO3)c(=O)c2c1 (stereo not given) | x | 2 | -10 | 0.5 | 1 | x | -1 | 7 | -0.1 | -20
CCOC(=O)Cc1csc(NC(=O)c2cccc([N+](=O)[O-])c2)n1 | -14 | 2 | -6 | 0.2 | -4 | 1 | 1 | -2 | -0.2 | -5
CCn1c(SCC(=O)N/N=C/c2cc(OC)c(O)c(OC)c2)nc2ccccc21 | 46 | 4 | -13 | -0.9 | 0 | 0 | -2 | 7 | 1.3 | 0

# Screens as filed in PubChem.
